From PubChem
PostGolgi yeast: growth inhibition of a yeast mutant, post-Golgi transport screen. inhibition, % at 10 µM. 0.9% of 98,000 active. post-Golgi transport phenotypic cell assay;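 further: yeast cells grown in 1536-well plates; yeast grown about 18 h at 30C before absorbance read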
PostGolgi ctrl: growth of the yeast control strain, post-Golgi counter-screen. 5% of 98,000 active. inhibition, % at 10 µM. efflux-deficient yeast background strain, growth absorbance A615, 16 h
H69AR inhibit: growth inhibitors of human H69AR lung tumor cells | H69AR lung tumor viability, ATP luminescence, 72 h; hits give low values | viability, % at 10 µM | 6% of 85,000 active | AID 598;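 active means viability at or below 40%; inactive means viability above 40%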;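 further: multidrug resistant small cell line overexpressing MRP-1 efflux transporter; 100% = mean luminescence of untreated control wells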
S1P2 blocker: antagonists of human S1P2 receptor; cell-based S1P2 antagonist assay, inhibition at 5 uM; inhibition, % at 5 µM; 0.21% of 97,000 active; in the data active means inhibition above about 45%;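 further: CRE beta-lactamase reporter cells expressing human S1P2 stimulated with S1P; 0% = agonist at EC80 alone and 100% = agonist plus reference antagonist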
Target sequence (O95136 whole entry, looked up): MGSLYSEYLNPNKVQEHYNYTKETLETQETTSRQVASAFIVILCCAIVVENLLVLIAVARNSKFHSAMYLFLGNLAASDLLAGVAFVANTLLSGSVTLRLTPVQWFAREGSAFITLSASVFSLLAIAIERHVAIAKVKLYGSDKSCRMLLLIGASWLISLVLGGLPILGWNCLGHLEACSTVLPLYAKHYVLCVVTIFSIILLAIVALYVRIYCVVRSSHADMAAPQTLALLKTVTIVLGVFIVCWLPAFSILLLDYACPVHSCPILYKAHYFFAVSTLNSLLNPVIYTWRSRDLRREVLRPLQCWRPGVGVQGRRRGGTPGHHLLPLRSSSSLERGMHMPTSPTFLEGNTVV
E coli WT exp: growth inhibitors of E. coli BW25113 wild type | 0.15% of 98,000 active | growth inhibition, % at 100 µM | OD600 absorbance | AID 710;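 active means growth inhibition above about 50% at one test dose, limit read from the data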;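 further: growth measured after 20 h incubation at 37 °C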
S1P2 agonist: S1P2 (human) receptor agonism; S1P2-expressing cell line, agonist reporter read-out; AID 729; O95136; activation, % at 4.5 µM; 0.46% of 97,000 active; in the data active means activation above about 16%;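 further: 0% = vehicle low control and 100% = maximal reference agonist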
Fibroblast inh: blocks proliferation of human lung fibroblasts. 1.1% of 85,000 active. viability, % at 10 µM. LL 47 human lung fibroblast viability, ATP luminescence; hits give low values;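 active means viability at or below 50% in the single dose screen; inactive means viability above 50%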;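 further: compound exposure lasted 72 h before the ATP readout; 100% = median luminescence of untreated cell-only wells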
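Assay system: human lung fibroblast line LL 47, low passage. Input: 1,150 fibroblasts seeded per well. Times: overnight cell rest, 72 h compound treatment at 37 °C. Evaluation: % viability of median cell-only signal. Technique: luminescent ATP detection, CellTiter-Glo. Control set: cell-only wells, no compound.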
DAT uptake mod: human DAT dopamine uptake with cocaine, either direction; Q01959; LLC-PK1 hDAT cells, [14C]-dopamine uptake with cocaine IC80; actives deviate in either direction; B-score at 10 µM; 1.3% of 110,000 active;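 active means Z score or B-score, a plate-position-corrected score, falls beyond the plate's 99.7% confidence bounds, in either direction; inactive means both scores lie inside the 99.7% bounds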;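 further: scored against the spread of the other compound wells on the same plate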
Target sequence (Q01959 whole entry, looked up): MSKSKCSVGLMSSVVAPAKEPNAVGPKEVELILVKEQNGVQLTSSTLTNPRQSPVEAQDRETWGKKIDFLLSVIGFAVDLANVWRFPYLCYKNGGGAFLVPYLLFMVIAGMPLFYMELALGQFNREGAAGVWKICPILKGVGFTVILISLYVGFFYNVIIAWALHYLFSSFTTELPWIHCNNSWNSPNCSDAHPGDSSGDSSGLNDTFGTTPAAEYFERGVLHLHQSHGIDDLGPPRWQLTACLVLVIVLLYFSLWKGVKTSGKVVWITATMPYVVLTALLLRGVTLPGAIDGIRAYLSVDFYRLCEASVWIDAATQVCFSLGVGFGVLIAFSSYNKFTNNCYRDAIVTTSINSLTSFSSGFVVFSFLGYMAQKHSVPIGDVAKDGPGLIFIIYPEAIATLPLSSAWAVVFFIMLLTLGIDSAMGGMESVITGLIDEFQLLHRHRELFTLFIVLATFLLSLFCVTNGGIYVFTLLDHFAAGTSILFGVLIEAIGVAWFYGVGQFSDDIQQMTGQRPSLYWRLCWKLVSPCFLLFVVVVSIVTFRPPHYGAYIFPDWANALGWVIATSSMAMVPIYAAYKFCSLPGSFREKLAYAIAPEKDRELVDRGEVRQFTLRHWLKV
HUVEC inhibit: inhibitors of human endothelial cell proliferation. 1.1% of 86,000 active. HUVEC proliferation, CellTiter-Glo luminescence, 72 h; hits give low values. AID 648. viability, % at 10 µM (by protocol);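 active means viability at or below 30%; inactive means viability above 30%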;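 further: 100% = median luminescence of DMSO-only cell control wells on each plate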
An asterisk follows results filed as active; . = not tested or not shown. Unless noted, no stated cut-off is given here; in the data, active means inhibition above about 30%; inactive means the rest.

Under each structure: PostGolgi yeast, PostGolgi ctrl, H69AR inhibit, S1P2 blocker, E coli WT exp, S1P2 agonist, Fibroblast inh, DAT uptake mod, HUVEC inhibit
#1 COc1ccc(OCCCC(=O)N2CCCc3ccccc32)cc1
    -6, 34*, 102, 23, 4, -3, 98, 0.2, 94
#2 Cc1nc(N2CCN(S(=O)(=O)c3cccc4nonc34)CC2)c2c3c(sc2n1)CCCC3
    25, 59*, 95, ., -14, ., 108, 2.1, 93
#3 CCSc1nnc(NC(=O)Cc2ccccc2OC)s1
    2, 5, 87, 3, -8, -5, 93, 0.36, 93
#4 COc1ccc(N2CCN(c3ccc(NC(=O)c4ccc5c(c4)OCO5)cc3C#N)CC2)cc1
    16, 8, 99, ., 2, ., 103, 0.34, 97
#5 CN1CCc2c(sc3c2C(=O)NC(c2cn(Cc4ccccc4)c4ccccc24)N3)C1 (configuration not stated)
    5, 13, 3.4*, -21, 9, 3, 53, -0.011, 68
#6 Cc1onc(-c2ccccc2Cl)c1C(=O)N(C)C1CCCCC1
    -8, 4, 84, -2, 9, -3, 93, -1.2, 92
#7 O=C(CSc1nnc(-c2cccnc2)n1-c1ccccc1)Nc1ccccc1
    ., ., 85, -22, ., -4, 101, 1.1, 97
#8 O=C(Nc1cccc2ccccc12)c1onc2c1CCCC2
    -1, -1, ., -13, -7, -1, ., 0.29, .
#9 O=C(NCC(=O)N(Cc1ccccc1)C(C(=O)NC1CCCCC1)c1ccco1)c1ccco1 (configuration not stated)
    ., ., 75, 9, ., -4, 101, 0.18, 95
#10 COc1ccc(OCc2cccc(C(=O)N3CCCC3)c2)cc1
    7, 8, 93, 5, -2, 2, 97, 1.3, 90
#11 COc1ccc(N(CC(=O)NCCSc2ccccn2)S(C)(=O)=O)cc1Cl
    6, 5, 93, 14, 0, -3, 94, -0.028, 108
#12 CC(=O)c1cccc(NC(=O)c2ccco2)c1
    -1, 7, 81, 14, 7, -3, 91, -0.39, 102
#13 CSc1nnc(-c2sccc2OCc2ccc(C)cc2)n1C
    0, 21, ., 13, 4, -7, ., -0.0091, .
#14 O=C(Nc1ccc(C(=O)N2CCCC2)cc1)c1ccccc1F
    -3, 12, 87, -5, -5, -1, 87, 0.23, 92
#15 O=C(c1cc2n(n1)C(C(F)(F)F)CC(c1ccco1)N2)N1CCN(c2ccccn2)CC1 (configuration not stated)
    -4, 25, 96, ., -13, ., 106, 1.6, 98

An excerpt from above in order of their number in S1P2 agonist, smallest number first:
item	structure	S1P2 blocker	S1P2 agonist	DAT uptake mod
6	Cc1onc(-c2ccccc2Cl)c1C(=O)N(C)C1CCCCC1	-2	-3	-1.2
14	O=C(Nc1ccc(C(=O)N2CCCC2)cc1)c1ccccc1F	-5	-1	0.23
5	CN1CCc2c(sc3c2C(=O)NC(c2cn(Cc4ccccc4)c4ccccc24)N3)C1 (configuration not stated)	-21	3	-0.011

(continued)
Under each structure: PostGolgi yeast, PostGolgi ctrl, H69AR inhibit, S1P2 blocker, E coli WT exp, S1P2 agonist, Fibroblast inh, DAT uptake mod, HUVEC inhibit
#16 CCOc1ccc(Cl)cc1/C=N/O
    12, 19, 102, 8, 14, -2, 93, -1.7, 95
#17 CCN(c1ccccc1)S(=O)(=O)c1ccc(OCC(=O)Nc2cc(C)on2)cc1
    10, 3, 98, 9, -2, -3, 97, -0.71, 97
#18 CCOC(=O)C1=C(C)N=C2SC(C)C(=O)N2C1c1ccc(OC(C)=O)c(OCC)c1 (configuration not stated)
    -5, 3, 103, -14, 7, 0, 97, ., 100
#19 Cc1ccccc1-n1nnnc1SCC(N)=O
    12, 16, 98, -20, 2, -5, 105, -0.49, 95
#20 COc1ccc(OC)c(NC(=O)C2CCN(S(=O)(=O)c3cccs3)CC2)c1
    6, -9, 98, -9, 8, -5, 95, -0.86, 94
#21 COc1ccccc1N1CCN(C(=O)CSc2nc3ccccc3[nH]2)CC1
    0, 0, 80, 16, 6, -4, 100, 0.89, 91
#22 C=CCc1ccc(OCCOCCOc2ccc(C)cc2[N+](=O)[O-])c(OC)c1
    -4, 11, ., 12, -4, -4, ., 0.36, .
#23 CCOC(=O)CSC1=C(C#N)C(c2ccc(OC)cc2)C2=C(CC(C)(C)CC2=O)N1 (configuration not stated)
    -11, 12, 88, ., 3, ., 103, 2.1, 106
#24 COc1cccc(Nc2nc(N)nc(C(F)(F)F)n2)c1
    6, 10, 81, -41, 20, -1, 97, -0.55, 87
#25 CC(=O)N1CCN(c2ccc(NC(=O)c3ccc(C)cc3)cc2)CC1
    3, 8, 82, 18, -2, -8, 98, 0.0074, 92
#26 Cc1cc(N2CCOCC2)nc(NCc2ccccc2)n1
    0, -4, 91, 26, 2, -9, 93, -1.2, 115
#27 O=[N+]([O-])c1ccc(/C=N\N2CCN(c3ccc(Cl)cc3)CC2)cc1
    -5, 9, ., 12, -21, -1, ., 0.58, .
#28 COc1ccc(N(CC(=O)NCc2ccco2)S(C)(=O)=O)cc1
    -2, 7, 100, 10, -13, -8, 107, 0.012, 88
#29 CCOC(=O)c1c(NC(=O)Cc2cccs2)sc2c1CCCC2
    0, 37*, 81, 2, 1, 2, 81, -0.19, 87
#30 Cc1c(C(c2cccc([N+](=O)[O-])c2O)c2c(C)n(C)n(-c3ccccc3)c2=O)c(=O)n(-c2ccccc2)n1C
    -6, -4, ., -1, -2, -5, ., -0.4, .

Compounds from the list above that have a cyano group (2):
Under each structure: PostGolgi yeast, PostGolgi ctrl, H69AR inhibit, S1P2 blocker, E coli WT exp, S1P2 agonist, Fibroblast inh, DAT uptake mod, HUVEC inhibit
#4 COc1ccc(N2CCN(c3ccc(NC(=O)c4ccc5c(c4)OCO5)cc3C#N)CC2)cc1
    16, 8, 99, ., 2, ., 103, 0.34, 97
#23 CCOC(=O)CSC1=C(C#N)C(c2ccc(OC)cc2)C2=C(CC(C)(C)CC2=O)N1 (configuration not stated)
    -11, 12, 88, ., 3, ., 103, 2.1, 106

Some entries already given, showing only DAT uptake mod.
# | compound | DAT uptake mod
1 | COc1ccc(OCCCC(=O)N2CCCc3ccccc32)cc1 | 0.2
2 | Cc1nc(N2CCN(S(=O)(=O)c3cccc4nonc34)CC2)c2c3c(sc2n1)CCCC3 | 2.1

Following part
Under each structure: PostGolgi yeast, PostGolgi ctrl, H69AR inhibit, S1P2 blocker, E coli WT exp, S1P2 agonist, Fibroblast inh, DAT uptake mod, HUVEC inhibit
#31 COc1cc(CC(=O)Nc2sccc2C(N)=O)cc(OC)c1OC
    9, 7, 86, -5, 1, -4, 94, -0.23, 92
#32 O=C(CCC(=O)N(CC(=O)NC1CCCCC1)c1ccc2c(c1)OCO2)Nc1ccccn1
    -1, 8, 95, ., -7, ., 93, 0.53, 100
#33 O=C(CCNS(=O)(=O)c1ccccc1C(F)(F)F)NCc1ccc2c(c1)OCO2
    -3, -2, ., -42, 3, -3, ., -3.3*, .
#34 COc1ccc(-c2nc(C3CCCCC3)no2)cc1OC
    0, 25, ., 14, 2, -4, ., 1.6, .
#35 Cc1ccccc1NC(=O)C1CCCN1C(=O)NC1CCCCC1 (configuration not stated)
    -4, -9, 93, 7, -3, -5, 96, -0.0083, 100
#36 CC(C)C(=O)Nc1cc(C(F)(F)F)ccc1N1CCOCC1
    -1, 20, 87, 4, 1, -7, 89, 0.04, 95
#37 CCCn1c(=O)c2ccccc2n2c(SCc3cc(=O)n4ccsc4n3)nnc12
    ., ., 75, 6, ., -7, 95, ., 98
#38 Cc1ccc(C)c(OCCn2cc(/C=C(\C#N)C(=O)NCc3cccs3)c3ccccc32)c1
    9, 10, ., -5, -11, -4, ., 0.36, .
#39 CCS(=O)(=O)c1ccc(NC(=O)c2ccccc2Cl)c(O)c1
    -5, 6, 102, -4, 6, -7, 112, -0.4, 103
#40 N=c1n(CCO)c2ccccc2n1CCOc1ccccc1
    -5, 7, 96, 20, 8, -3, 97, 0.76, 97
#41 CC(C)c1ccc2oc(=O)cc(CN3CCN(c4ccccc4)CC3)c2c1
    -6, 16, 97, 15, -15, -8, 89, 0.23, 86
#42 Cc1cccc(N2C(=O)CC(N3CCOCC3)C2=O)c1 (configuration not stated)
    8, -5, 101, ., 4, ., 109, -0.46, 99
#43 Cn1c(CCNC(=O)c2ccccc2)nc2cc(NC(=O)C3CCCCC3)ccc21
    -1, -3, 71, -3, -2, 3, 88, -0.29, 84
#44 CCOC(=O)N1CCN(S(=O)(=O)c2cc(Br)cc3c2N(C(=O)C2CC2)CC3)CC1
    13, 18, 63, ., 12, ., 97, ., 101
#45 O=S(=O)(NC1CC1)c1cccc(S(=O)(=O)N2CCCC2)c1
    -2, -2, 100, 10, -1, -3, 91, -0.23, 94
#46 CCn1cc(C(=O)OCc2cccc(Br)c2)c(=O)c2ccc(C)nc21
    -2, -3, 100, -15, -2, -3, 103, 1.1, 93
#47 COc1ccc(S(=O)(=O)N2CCC(C(=O)Nc3ccccc3C)CC2)c2cccnc12
    -4, -4, 69, 7, -2, -2, 93, 0.36, 98
#48 Cc1cccc(C)c1N(CC(O)Cn1c2ccccc2c2ccccc21)S(C)(=O)=O (configuration not stated)
    -5, 16, 21*, -15, -18, -1, 86, 1.3, 66
#49 CN(C)c1nc(N(C)C)nc(N(C#N)CCOc2ccccc2)n1
    ., ., 88, -19, ., -2, 101, -0.6, 107
#50 CCCn1c(NC(=O)c2ccco2)nc2ccccc21
    -4, 8, ., ., 7, ., ., 1, .
#51 Cn1nc(C(=O)NCC2CCCO2)c2ccccc2c1=O (configuration not stated)
    -4, 22, 103, -9, -1, -5, 100, -1.6, 89
#52 CC(C)(C)C1CCC(OC(=O)c2ccncc2)CC1 (configuration not stated)
    11, 3, 103, -7, -5, -7, ., -1.2, 93
#53 CC(=NCc1ccco1)c1c(O)n(C2CCCCC2)c(=O)[nH]c1=O
    18, 44*, 75, -12, -6, -3, 100, 0.38, 84
#54 O=c1[nH]c2ccccc2nc1C(Cl)c1ccccc1 (configuration not stated)
    -3, 4, 78, -2, 7, -4, 96, -0.24, 96
#55 O=C(N/N=C/C=C/c1ccccc1)c1n[nH]c2c1CCC2
    25, 3, ., -4, -18, 4, ., ., .
#56 O=C(CCl)Nc1ccccc1Sc1ccc(Cl)cc1
    -6, 13, ., -4, 3, -6, ., -0.14, .
#57 CN(C)S(=O)(=O)N(CC(=O)Nc1ccccc1C(F)(F)F)c1ccccc1
    12, -4, 89, 8, 7, -6, 103, -1.3, 91
#58 COc1ccc(-n2c(C)c(C(C)=O)c(C(C)=O)c2C)cc1OC
    8, 3, 99, -1, 3, -8, ., 0.69, 103
#59 COc1cccc(CNCC(=O)N2C(C)CCCC2C)c1 (configuration not stated)
    6, 14, 98, 13, -5, -8, 97, 0.54, 105
#60 CC(=O)Nc1cccc(NC(=O)CSc2nnc(Cc3cccn3C)n2CCc2ccccc2)c1
    6, 3, 97, 11, 3, -1, 104, 0.63, 90
#61 O=C(CSc1nnc(-c2cccnc2)n1-c1ccccc1)N1CCN(c2ccc(F)cc2)CC1
    0, -7, 46, 12, 7, -2, 108, 0.26, 97
#62 Cc1ccc(NC(=O)CCC(=O)OC(C(=O)c2ccc(C)c(C)c2)c2ccccc2)c(C)c1 (configuration not stated)
    2, 3, ., 1, -7, -4, ., -0.93, .
